Source: PubChem (NCI)
All columns: NCI-60 one-dose screen, growth in % after 48 h at 10 µM unless noted; 100 = growth as untreated, 0 = no growth, -100 = all killed.
HOP-92: HOP-92 NSCLC cells; 71,000 tested, 6.3% active
UACC-257: UACC-257 melanoma; 78,000 tested, 4.4% active
A549/ATCC: A549/ATCC NSCLC. 81,000 tested, 3.7% active. AID 1794740
EKVX: EKVX NSCLC | 71,000 tested, 3% active
SK-MEL-5: SK-MEL-5 melanoma; 80,000 tested, 6.4% active
UACC-62: UACC-62 melanoma; AID 1794756; 81,000 tested, 5.4% active
M14: M14 melanoma; 80,000 tested, 6.2% active; AID 1794745
SK-MEL-28: SK-MEL-28 melanoma. 81,000 tested, 4.1% active. AID 1794761
The depositor's hits bear a star; nt = not tested or not shown; & = joins results of further samples. The calls were made as follows: active = growth percent below 10; inactive = the rest. Hits appear at their usual frequency; 9.8% or so of the library scored in one or more.

SMILES	HOP-92	UACC-257	A549/ATCC	EKVX	SK-MEL-5	UACC-62	M14	SK-MEL-28
COc1cc(C2SCC(=O)N2c2ccc(F)cc2)ccc1OCC(=O)Nc1ccc(C(C)=O)cc1 (stereo not drawn)	102	106	100	82	99	92	108	105
Cc1nc2sc(C(=O)Nc3ccccn3)c(N)c2cc1C(C)O (stereo not drawn)	74	82	82	86	45	43	49	67
O=CN1N=C(c2ccc(Cl)cc2)CC1c1sc(N2CCOCC2)nc1Cl (stereo not drawn)	nt	105	88	nt	92	78	96	101
Cc1nc2nc(SCCC(=O)O)[nH]c2c(=O)[nH]1	97	97	88	105	97	97	102	115
O=C(OCCCCOC(=O)c1ccccc1)c1ccccc1	72	104	99	108	102	96	88	106
Cc1ccc(CCO)c(C)c1	83	98	99	102	102	104	106	117
Nc1nc(N)c2cc(S(=O)(=O)c3ccccc3)ccc2n1	92&65	59&39	26&13	51&47	25&23	54&21	32&35	69&71
O=C(N/C(=C/c1cn(-c2ccccc2)nc1-c1ccccc1)c1nc2ccccc2[nH]1)c1ccccc1	54	107	94	95	101	93	94	114
O=C(CCCCCOc1ccc(NC(=O)Nc2ccc(Cl)cc2)cc1)Nc1ccccn1	85	97	96	110	103	90	106	108
COc1ccccc1NC(=S)N/C=C(\C#N)C(=O)c1ccc2ccccc2c1	81	106	99	98	101	90	91	98
Cc1nnc(Cc2ccco2)c2n[nH]c(C)c12	98	103	96	nt	104	111	100	111
CC(=O)Nc1ccccc1-c1ccccc1	99	122	101	109	92	nt	95	109
CCCC(C)(C)COC(=O)c1ccccc1Cl	90	nt	67	99	103	98	109	106
CCOC(=O)C(Nc1ccc(F)cc1)c1ccc(NC)cc1 (stereo not drawn)	98	97	97	nt	99	79	101	108
COc1ccc(C(=O)CCC(=O)O)c2ccccc12	68	nt	98	106	106	91	96	116
COc1cccc(CNc2ccc(Cl)cc2)c1O	nt	97	88	nt	89	68	81	94
COc1cccc(-c2nn(-c3ccccc3)cc2-c2ccnc(NCCCNS(=O)(=O)c3ccc(Cl)cc3)c2)c1	25	nt	40	64	31	nt	33	nt
COc1ccc(/C=C2\SC(=O)N(CC(=O)Nc3ccc(C(=O)/C=C/c4cc5ccccc5nc4Cl)cc3)C2=O)cc1	85	96	100	96	62	79	94	102
C=C1C(=O)O[C@H]2[C@H]1CC/C(COC(=O)CCSCCC(=O)O)=C\CC[C@@]1(C)O[C@@H]21	65	90	97	95	97	75	92	87
COc1cc(F)c(/C=C/c2cc(/C=C/c3cc(OC)c(OC)cc3F)n(-c3ccc(OC(F)(F)F)cc3)n2)cc1OC	79	89	90	110	94	75	106	97
COc1ccc(-c2nsc3c2NC(=O)CC3c2ccc3c(c2)OCCO3)cc1 (stereo not drawn)	66	76	29	nt	27	32	20	43
O=C(Nc1cccc(C2=NCCN2)c1)c1ccc(C(=O)Nc2cccc(C3=NCCN3)c2)c([N+](=O)[O-])c1	104	97	102	97	92	106	94	124
CC(=O)[C@H]1CC[C@]2(C)[C@@H]1CC[C@@H]1[C@@]3(C)Cc4nc5ccccc5nc4C(C)(C)[C@@H]3CC[C@]12C	85	105	101	92	94	81	89	97
COc1cc2c3c(n(C)c(=O)c2cc1OC)-c1cc2c(cc1C3=O)OCO2	nt	78	82	94	64	40	63	nt
C/C(Cl)=C/CN(C/C=C(/C)Cl)CCO	nt	92	98	nt	99	97	104	106
Clc1ccc(C2=CSC3N=C(c4ccc(Cl)cc4)C=C(c4ccco4)N23)cc1 (stereo not drawn)	95	nt	114	109	115	82	107	93
CN1CCN(c2ccc(Nc3nc(NCCNC(=O)c4ccc(F)cc4)c4sccc4n3)cc2)CC1	50	0.3*	78	93	25	34	-10*	-8.9*
CC(=O)c1cc2c(N)c(C(=O)Nc3cccc4ccncc34)sc2nc1C	75	96	98	92	65	70	76	91
COc1ccc(C(=O)c2sc3nc(-c4cc5ccccc5o4)cc(-c4ccc(Cl)cc4)c3c2N)cc1	66	127	119	105	97	110	113	98
FC(F)(F)c1cc(Nc2cccc(Oc3ccc(NC4=NCCN4)nc3)c2)ccc1Cl	nt	27	12	13	4.9*	-46*	-51*	29
COc1cc2c(cc1OC)C(=O)OC(=O)C2	nt	113	108	nt	101	107	102	103
CCO/C=C1\SC(=S)N(c2cccc(C)c2)C1=O	nt	nt	nt	nt	102	105	119	104
CCOc1ncc([N+](=O)[O-])c(OCC)n1	82	102	99	122	100	96	112	105
O=C1Nc2ccccc2[C@]12Oc1ccccc1[C@H]1CC(c3ccc(Br)cc3)=NN12	64	90	63	50	73	36	86	107
CCCOC(=O)C1(N)CCCC1	97	nt	97	103	103	103	97	106
CC(=O)OCC(C)(C)[N+](C)(C)C	93	110	107	109	96	104	107	110

Compound profiles (already shown).
Listed for CN1CCN(c2ccc(Nc3nc(NCCNC(=O)c4ccc(F)cc4)c4sccc4n3)cc2)CC1 = HOP-92: 50; UACC-257: 0.3*; A549/ATCC: 78; EKVX: 93; SK-MEL-5: 25; UACC-62: 34; M14: -10*; SK-MEL-28: -8.9*
Listed for Clc1ccc(C2=CSC3N=C(c4ccc(Cl)cc4)C=C(c4ccco4)N23)cc1 (stereo not drawn) = HOP-92: 95; UACC-257: nt; A549/ATCC: 114; EKVX: 109; SK-MEL-5: 115; UACC-62: 82; M14: 107; SK-MEL-28: 93

(cont.)
SMILES	HOP-92	UACC-257	A549/ATCC	EKVX	SK-MEL-5	UACC-62	M14	SK-MEL-28
COc1cc2c(cc1OC)-c1ccc3cc4c(cc3c1N(CCCN1CCCCC1)C2)OCO4	23	64	50	69	45	59	54	80
Cc1ccc2c(c1)C13C(=C2c2ccccc2)CCCN1C(=O)c1ccccc13 (stereo not drawn)	73	98	84	88	95	66	nt	93
CCCCCCC(=O)CCC(=O)CCCCCCCC(=O)O	75	106	103	nt	104	102	101	102
O=Cc1csc2ccccc12	86	76	74	108	95	97	98	121
Oc1ccc(Cn2cc3c(c2-c2ccccc2)CCc2cnoc2-3)cc1	79	92	84	80	90	70	89	101
CCOc1ccc(C(=O)CCC(=O)O)c(C)c1	97	103	104	101	99	100	104	112
CCOC(=O)C(=C(C)C)[N+](=O)[O-]	97	91	93	101	99	92	101	110
c1ccc(-c2[nH]cc3c2CCc2cncnc2-3)cc1	nt	135	96	152	102	87	92	125
COc1ccc(-c2nc3ccc(-c4nc5ccc(N6CCN(c7ccncc7)CC6)cc5[nH]4)cc3[nH]2)cc1OC	58	12	81	69	14	18	14	19
Nc1nc(=O)[nH]c(=O)[nH]1	78	96	100	100	117	111	93	107
C=CCNc1ccc2c3c(cccc13)C(=O)N(c1ccc(/C(=C(\C)c3ccccc3)c3ccccc3)cc1)C2=O	81	106	83	59	93	60	87	101
O=C1c2ccccc2C(=O)N1CCCCNc1ccccc1	106	106	78	127	105	96	99	113

Part of the list above, reformatted.
Values run as follows: HOP-92 | UACC-257 | A549/ATCC | EKVX | SK-MEL-5 | UACC-62 | M14 | SK-MEL-28
- COc1ccccc1NC(=S)N/C=C(\C#N)C(=O)c1ccc2ccccc2c1
  81 | 106 | 99 | 98 | 101 | 90 | 91 | 98
- Cc1nnc(Cc2ccco2)c2n[nH]c(C)c12
  98 | 103 | 96 | nt | 104 | 111 | 100 | 111

(next part)
SMILES	HOP-92	UACC-257	A549/ATCC	EKVX	SK-MEL-5	UACC-62	M14	SK-MEL-28
CC(=O)c1sc(-c2cccc(C(F)(F)F)c2)cc1N	86	86	75	57	97	85	nt	116
Cc1nnc(-n2cccc2)s1	89	99	105	nt	104	97	95	106
CC(=O)Oc1ccc(Cl)cc1Cc1cc(Cl)cc(Cc2cc(Cl)ccc2OC(C)=O)c1OC(C)=O	76	92	91	96	93	100	101	105
CONc1c2ccccc2nc2ccccc12	125	85	105	124	102	109	115	108
Cc1nc2c3c(ncn2n1)Oc1c(c(=O)[nH]c2ccc(Cl)cc12)C3c1ccc(Cl)cc1 (stereo not drawn)	51	93	86	77	85	70	99	105
N=C(N)SCc1csc(N)n1	101	103	100	92	116	102	107	107
O=c1[nH]ccc2nc(N3CCC(O)CC3)nc(Nc3ccc(N4CCOCC4)cc3)c12	2.1*	53	30	89	39	80	41	83
NNC(=O)C1CC1	90	104	102	nt	111	110	101	108
O=C(c1ccccc1)c1c(Nc2ccccc2)n[nH]c1-c1ccccc1	78	90	84	81	62	67	92	100
CCCCCCCCC(=O)C(=O)c1ccc(O)c(C)c1O	87	95	76	nt	63	83	91	100
COc1ccc(-c2cs/c(=N\N=C\c3ccc(Cl)cc3)n2-c2ccccc2)cc1	103	97	99	82	98	73	nt	107
Clc1ccc2c(c1)N(c1ncnc3ccc(-c4cnc5[nH]ncc5c4)cc13)CC2	-1.8*	44	6.2*	17	47	8.2*	43	44

Six compounds from above with just SK-MEL-28:
Compound,SK-MEL-28
N=C(N)SCc1csc(N)n1,107
O=c1[nH]ccc2nc(N3CCC(O)CC3)nc(Nc3ccc(N4CCOCC4)cc3)c12,83
NNC(=O)C1CC1,108
O=C(c1ccccc1)c1c(Nc2ccccc2)n[nH]c1-c1ccccc1,100
CCCCCCCCC(=O)C(=O)c1ccc(O)c(C)c1O,100
COc1ccc(-c2cs/c(=N\N=C\c3ccc(Cl)cc3)n2-c2ccccc2)cc1,107

Single entries from the list.
In SK-MEL-5, COc1ccc(-c2cs/c(=N\N=C\c3ccc(Cl)cc3)n2-c2ccccc2)cc1 is listed with 98
In SK-MEL-28, CCCCCCCCC(=O)C(=O)c1ccc(O)c(C)c1O is listed with 100
In UACC-62, CONc1c2ccccc2nc2ccccc12 is listed with 109
In EKVX, N=C(N)SCc1csc(N)n1 is listed with 92
In UACC-257, NNC(=O)C1CC1 is listed with 104
In HOP-92, O=C(c1ccccc1)c1c(Nc2ccccc2)n[nH]c1-c1ccccc1 is listed with 78
In SK-MEL-5, Clc1ccc2c(c1)N(c1ncnc3ccc(-c4cnc5[nH]ncc5c4)cc13)CC2 is listed with 47

New compounds follow.
SMILES	HOP-92	UACC-257	A549/ATCC	EKVX	SK-MEL-5	UACC-62	M14	SK-MEL-28
O=C(Nc1nccnc1OCc1ccc(Cl)cc1)Nc1cccc2ccccc12	100	106	98	100	106	88	97	112
NC(=S)N/N=C/c1cc(Cl)sc1Cl	90	116	117	61	101	nt	101	110
C=C(C)[C@@H]1CC=C2c3sc(Cc4ccccc4C)nc3C[C@@H](C)[C@]2(C)C1	89	84	96	93	91	75	88	100
Nc1c(C(=O)c2ccccc2)sc2nc(-c3cccs3)cc(-c3cccs3)c12	69	nt	36	62	44	29	27	65
CCC(C)OC(=O)C(O)c1ccccc1 (stereo not drawn)	88	108	104	101	101	104	114	108
COc1ccc(C2CC(=O)Nc3ncn(-c4ccc(F)cc4)c32)cc1O (stereo not drawn)	105	nt	66	102	97	99	103	109
COC(=O)CSc1ccc(Cl)cc1	nt	104	98	101	114	114	103	108
COc1cc(NC(C)=O)c2ncccc2c1NC(C)=O	nt	71	111	97	105	91	108	114
Cc1ccc(Sc2oc(-c3ccc(C)cc3)nc2P(=O)(O)O)cc1	105	100	97	106	103	109	99	111
O=C1N/C(=N\c2nnc(-c3ccc(O)cc3)s2)S/C1=C\c1ccccc1O	82	102	103	101	100	98	91	106
CCOC(=O)c1cc2nc(OCC)nc(OCC)c2[nH]1	75	102	102	103	107	96	109	112
COc1ccc(OC)c(C(=O)NNC(=O)c2cc(OC)c(OC)c(OC)c2)c1	102	62	68	103	101	101	107	114
Cc1cccc2ccccc12	100	101	97	nt	100	103	98	98
CS(=O)(=O)Nc1ccc(C(=O)NC(C(=O)NO)c2ccc(Cl)cc2)cc1 (stereo not drawn)	97	102	103	100	99	95	108	101
CC(C)(C)n1cc(-c2ccnc(NCCCNS(=O)(=O)c3ccc(C(F)(F)F)cc3)n2)c(-c2ccc(F)c(O)c2)n1	109	85	54	66	78	92	70	78
Cc1nc(-c2cc3ccccc3oc2=O)ccc1C(=O)/C=C/c1c[nH]c2ccccc12	104	111	110	102	101	97	102	97
CCCCCCCCCC[N+](C)(C)C	-25*	66	34	73	-14*	29	6.8*	52
COc1ccccc1/C=c1\sc2ncnn2c1=O	126	104	99	102	98	91	95	99
CCOC(=O)c1ccc[nH]1	80	91	93	97	98	103	96	115
